Screens deposited in PubChem by The Scripps Research Institute Molecular Screening Center.
PLCg1 inh: blocks human PLC-gamma1 enzyme activity. P19174. purified PLC-gamma1, fluorogenic substrate, fluorescence. 370,000 tested, 0.84% active. inhibition, % at 12.2 µM. AID 720700; in the data active means inhibition above about 9.5%
SIAE primary: blocks human sialic acid acetylesterase; inhibition, % at 9.66 µM; 370,000 tested, 0.69% active; SIAE FP-Rh probe binding, fluorescence polarization; AID 1053197; Q9HAT2;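 active means inhibition above a cutoff: mean of compounds within the control limits plus 3 SD of those, cut at about 17% in these data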;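 further: 0% = plate median of compound wells and 100% = probe without SIAE protein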
ADAM17 inh: inhibitors of human ADAM17; P78536; recombinant ADAM17, EDANS/DABCYL FRET peptide cleavage; inhibition, % at 6.95 µM; 370,000 tested, 0.83% active; AID 720648;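 active means inhibition above the mean of compounds lying between control limits plus 3 SD, set per campaign, cut at about 8.5% in these data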;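 further: 0% = DMSO-only wells as the low control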
ARFGAP1 inh: inhibits rat ARF GTPase activating protein 1; inhibition, % at 16.5 µM; Q62848; Arfgap1-stimulated ARF1 GTP hydrolysis, GDP FP detection; 360,000 tested, 0.26% active;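 active means inhibition above a per-plate limit, mean inhibition of low control wells plus 3 SD, cut at about 25% in these data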;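 further: 0% = DMSO wells with enzyme and 100% = wells lacking Arfgap1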
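Assay system: purified rat His6-Arfgap1 residues 1-136 (GAP domain); Reagent: human Δ17 ARF1 bound to GTP; Dosing: 16.5 µM single point, 1.26% DMSO; Times: GTP hydrolysis reaction 2 h at 25 °C; Signal: FP, GDP Alexa 633 tracer displaced from anti-GDP antibody, 620/688 nm; Measure: % inhibition from polarization.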
Tn7 DDE FP: disrupts Tn7 cyclic peptide binding to fibrin D-Dimer-E complex; P02675; FP displacement of FITC-Tn7 peptide from fibrin DD(E); 0% = median of compound wells per plate; inhibition, % at 8.3 µM; 370,000 tested, 0.13% active;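 active means inhibition above the mean of compounds falling within the control limits plus 3 SD of them, cut at about 14% in these data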;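 further: 0% = plate median of compound wells and 100% = 10 µM Aha-Tn7 peptide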
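system = human fibrin DD(E) protein | quantity = DD(E) 2 µM final | medium = Tris/NaCl/CaCl2 buffer, pH 7.8 | also added = labelled Tn7 tracer, 0.1 µM | compound dosing = single point at 8.3 µM | timing = compound with protein 10 min, then 3 h after probe, room temperature | signal = FP measurement | benchmarks = Aha-Tn7 high control | repeats = one replicate per compound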
ADAM10 inh: inhibitors of human ADAM10; O14672; recombinant ADAM10, EDANS/DABCYL FRET peptide cleavage, 3 h; inhibition, % at 7 µM; 370,000 tested, 0.62% active; AID 720582;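 active means inhibition above a per-campaign cutoff equal to the mean of compounds falling between control-based bounds plus 3 SD, cut at about 20% in these data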;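 further: 0% = DMSO wells while the 100% control is not disclosed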
ASAP1 inh: inhibitors of human ASAP1 ArfGAP activity; 360,000 tested, 0.19% active; ASAP1-stimulated ARF1 GTP hydrolysis, GDP FP detection; inhibition, % at 16.5 µM; Q9ULH1; AID 624377; in the data active means inhibition above about 25%;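 further: 0% = vehicle with enzyme and substrate and 100% = no enzyme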
DDE Tn6 FP inh: DD(E)-Tn6 binding inhibition, primary FP screen | Fibrin DD(E) TRITC-Tn6 fluorescence polarization displacement | P02675 | 370,000 tested, 0.21% active | inhibition, % at 8.3 µM;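 active means inhibition above a per-campaign cutoff: mean of compounds within control limits plus 3 SD, cut at about 15% in these data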;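 further: 0% = median of all compound wells on the plate and 100% = blocking peptide control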
TDP2 inh: blocks human TDP2 phosphodiesterase activity. AID 720702. recombinant TDP2, T5PNP hydrolysis, p-nitrophenol absorbance 415 nm. 370,000 tested, 0.34% active. inhibition, % at 12.8 µM;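 active means inhibition above the mean of all tested compounds plus 3 SD, set per campaign, cut at about 25% in these data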;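 further: 0% = DMSO with enzyme and 100% = buffer with substrate but no TDP2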
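test system = human TDP2 enzyme | input = TDP2 enzyme at 120 nM final | medium = 50 mM Tris-HCl pH 7.5 with Mg2+, KCl, DTT, BSA | also added = T5PNP substrate, 5 mM | times = 2 h at 37 °C | technique = epi absorbance | benchmarks = high control without enzyme, low control DMSO plus TDP2 | replication = each compound tested once, singlicate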
PLC-beta3 inh: inhibitors of human phospholipase C beta3 | Q01970 | Purified PLC-beta3, fluorogenic substrate, fluorescence | inhibition, % at 12.2 µM | 370,000 tested, 0.18% active | AID 720704; in the data active means inhibition above about 11%;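 further: 0% = median of compound wells on plate and 100% = full blocker control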
Active calls of the source: *; i = inactive; . = no result given.

Compound	PLCg1 inh	SIAE primary	ADAM17 inh	ARFGAP1 inh	Tn7 DDE FP	ADAM10 inh	ASAP1 inh	DDE Tn6 FP inh	TDP2 inh	PLC-beta3 inh
NC(=O)COc1ccc2cc(-c3ccc(F)cc3)c(=O)oc2c1	i	-7	i	-1	4	i	3	-4	0	i
Cn1c(=O)oc2cc(S(=O)(=O)N3CCN(c4cccc(Cl)c4)CC3)ccc21	0	-4	-6	0	4	-5	-7	8	7	-2
CSCC[C@H](NC(=O)OC(C)(C)C)C(=O)N1CCC(C(=O)N[C@@H](Cc2c[nH]c3ccccc23)C(=O)O)CC1	2	11	0	-6	1	2	2	0	-7	-2
Cc1cc(NC(=O)Cn2cnc3sc(C)c(C)c3c2=O)no1	2	-2	-4	10	-7	-5	-3	-8	8	-5
CC1CC(C)CN(C(=O)c2nn(C)c3c2CS(=O)(=O)c2ccccc2-3)C1 (stereo not drawn)	2	-4	-3	-17	-3	-4	2	-1	-3	-8
COc1ccc(-c2nnn(CCc3nn[nH]n3)n2)cc1OC	0	2	-1	12	-4	-1	3	5	7	4
COc1ccc(S(=O)(=O)NC(=O)C2(C)CCN2C(=O)C(C)(C)c2ccccc2)cc1 (stereo not drawn)	1	-1	-2	-6	-6	-2	-6	-2	9	-5
COc1cc(OC)cc(-c2nc3nc(C)c(CCC(=O)O)c(C)n3n2)c1	-2	2	-5	2	-10	-2	4	1	5	-3
COc1cc(C(=O)NCCCN2CCCC2=O)ccc1OCc1ccc(Cl)cc1Cl	3	-6	0	0	5	2	0	5	4	2
CN1CCN(c2ncnc3c2c(-c2ccccc2)cn3-c2ccc(F)cc2)CC1	-5	-4	0	5	-4	-2	4	-4	-15	-12
O=C(COC(=O)c1ccccc1NCc1ccco1)Nc1ccc2c(c1)OCO2	-82	5	-42	-3	-3	-108	1	7	12	-95
CCCOc1cccc(C(=O)O)c1	-2	0	-4	0	1	2	-1	-4	2	0
COc1cc(Cl)c(C)cc1NC(=O)CSCC#N	-2	0	-1	-1	-2	-5	-9	1	4	0
Cc1c(Cl)c([N+](=O)[O-])nn1CC(=O)NC12CC3CC(CC(C3)C1)C2	8	-4	11*	-14	-5	16	5	2	-18	8
O=C(NCCNc1ccc([N+](=O)[O-])cc1C(F)(F)F)c1ccc(F)cc1	9	4	5	-5	0	7	-4	2	-6	6
CN1OC[C@@H]2CN(C(=O)C3CCCCC3)[C@H](c3ccc(N4CCCCC4)cc3)C[C@@H]21	2	-5	-3	-12	-4	-15	-4	2	-2	6
CCN(CC)C(=O)[C@H]1C[C@H](CC(=O)NCCCN(C)C)C(=O)N2CCc3c([nH]c4cc(CCC(=O)N(C)C)ccc34)[C@]12C	-1	0	-5	-7	0	-17	16	3	-12	-2
O=C(N/N=C/c1cccc([N+](=O)[O-])c1)c1ccc(Br)cc1	-3	-18	-5	10	6	-7	22	7	13	-6
O=C(O)COc1ccc(-c2nccc(-c3ccccn3)n2)cc1	-8	-2	-3	0	-3	-8	20	5	-4	-9
O=C(Cn1cc(COc2c(F)c(F)cc(F)c2F)nn1)c1ccc(O)cc1	2	7	-1	-9	6	-6	-5	2	2	-3
CC(=O)N1CCN(S(=O)(=O)c2ccc3c(c2)CC(=O)N3)CC1	-1	0	-7	2	-12	-6	14	-1	9	-6
CCOc1ccc(N(C)c2ccc(/C=C3/SC(=S)NC3=O)cc2)cc1	-13	-23	-5	0	1	3	2	0	8	-24
O=C(CSc1nc2ccccc2nc1N1CCOCC1)N1CCN(c2ccccc2)CC1	-13	6	2	-6	7	1	5	0	6	-17
COc1ccccc1CCNC(=O)C1(C)CC1(Cl)Cl (stereo not drawn)	0	-17	-2	13	-2	6	3	6	-5	-5
COc1ccc(/C=C2/Sc3ccc(C(=O)N4CCc5ccccc5C4)cc3NC2=O)cc1	-2	-17	-2	-1	-5	2	-6	-1	-4	-4

More structures follow.
Fields – PLCg1 inh | SIAE primary | ADAM17 inh | ARFGAP1 inh | Tn7 DDE FP | ADAM10 inh | ASAP1 inh | DDE Tn6 FP inh | TDP2 inh | PLC-beta3 inh
O=C(c1ccco1)N1CCN(C(=O)c2cccc3c2C(=O)N(Cc2cccnc2)C3)CC1
→ 4 | 0 | 1 | -4 | -1 | -11 | -6 | -2 | 1 | -3
CC(=O)NCCc1cc2ccc(C)cc2[nH]c1=O
→ 2 | 5 | -5 | 1 | -2 | -10 | -7 | 1 | 1 | 1
COc1cccc(-c2sc3ccc(OC)cc3c2-c2ccc(OCCN3CCOCC3)cc2)c1
→ -9 | -1 | 2 | 11 | 0 | -4 | 10 | -7 | 1 | -14
CC(C)CNC(=S)N(CCN(C)C)Cc1cc2cc3c(cc2[nH]c1=O)OCO3
→ -29 | -4 | -92 | -7 | 3 | -276 | 16 | -1 | -1 | -35
C/C=C/c1ccc(OCCSc2nc(C)cc(=O)[nH]2)c(OC)c1
→ 4 | 5 | -1 | 2 | -4 | -1 | 6 | 6 | -3 | 4
COc1ccc(/C=N/Nc2nc(-c3ccc(C)cc3)c(NC(C)=O)s2)cc1
→ -7 | 2 | -1 | -4 | -1 | 15 | -1 | 2 | -6 | -23
CCOC(=O)C1=CCN(S(=O)(=O)c2ccccc2C(=O)OC)C1c1ccc(Cl)cc1 (stereo not drawn)
→ 2 | 7 | -1 | -5 | 2 | -7 | 10 | -1 | 7 | 1
CCN(CC)CCOC(=O)c1ccc(Cl)cc1
→ 4 | 0 | -2 | -8 | -2 | 0 | -5 | 3 | 9 | 1
Cc1cc(NC(=O)Cn2cc(C(F)(F)F)cc(Cl)c2=O)no1
→ 3 | -1 | -2 | 0 | -5 | 3 | 3 | 5 | -13 | 3
Cn1c(=O)c(/C(N)=N/OC(=O)c2ccccc2)cn(-c2ccccc2)c1=O
→ -2 | -13 | -7 | 5 | 1 | 3 | 0 | -8 | -1 | -2
C=CCN1c2ccccc2[C@]23C[C@@H](C(=O)OC)N=C2NC(C(=O)OC)=C(C(=O)OC)[C@H]13
→ 0 | 6 | -1 | -7 | 3 | -2 | -5 | 4 | 14 | 0
COC1=C[C@H](C(=O)NCc2ccccn2)[C@@]2(C)Cc3ccccc3[C@H]2CC1=O
→ -4 | 3 | -2 | . | 6 | -13 | . | 2 | -1 | -3
CC(Oc1ccc(Cl)cc1Cl)c1nc(-c2ccc(NC(=O)c3ccccn3)cc2)no1 (stereo not drawn)
→ 3 | -3 | -4 | 11 | -3 | -1 | 1 | -9 | 7 | -1
O=C(COc1c(Br)cc(Br)c2cccnc12)Nc1ccccc1F
→ 0 | 14 | 5 | -11 | 2 | 12 | 11 | -7 | -4 | 1
O=C(Nc1ccc(S(=O)(=O)N2CCCC2)cc1)c1ccc(OCC2CCCO2)cc1 (stereo not drawn)
→ -2 | -4 | -2 | 4 | 8 | 0 | -7 | -1 | 8 | -4

(cont.)
Fields – PLCg1 inh | SIAE primary | ADAM17 inh | ARFGAP1 inh | Tn7 DDE FP | ADAM10 inh | ASAP1 inh | DDE Tn6 FP inh | TDP2 inh | PLC-beta3 inh
Cc1cc(C)n(CCN(C)C(=O)c2cc(COc3c(F)cccc3F)on2)n1
→ -1 | 2 | 0 | 0 | 3 | 8 | -7 | 2 | 15 | 1
C(=C/c1ccccc1)/c1ccccc1
→ -2 | 11 | -1 | 0 | -5 | 1 | -3 | 11 | -5 | 3
COc1ccc(/C=C2\SC(=S)N(CCC(=O)N3CCOCC3)C2=O)cc1OC
→ 0 | 2 | -4 | 0 | 6 | -18 | -7 | 6 | 6 | 2
COc1cc(OC)c(NC(=O)C(=O)CC(=O)c2ccc(C)cc2C)cc1Cl
→ -12 | 9 | 1 | 4 | 2 | -3 | -7 | 3 | 5 | -24
Cc1ccc(C(=O)NNC(=O)c2ccc(S(=O)(=O)N3CCOCC3)cc2)cc1
→ 0 | -5 | -6 | -5 | 6 | -7 | 3 | -5 | -8 | -7
CCOc1ccc(-c2csc(NC(=O)c3ccc(S(=O)(=O)N4CCc5ccccc5C4)cc3)n2)cc1
→ 0 | -2 | 2 | 8 | 4 | 3 | 1 | -4 | 10 | -3
Cc1ccc(O)c(C=Nc2ccc3[nH]ncc3c2)c1
→ -18 | -1 | -30 | 4 | 2 | -107 | 0 | 7 | -4 | -20
COc1ccccc1CNS(=O)(=O)c1ccc2c(c1)CC(C)N2C(=O)C1CC1 (stereo not drawn)
→ 3 | -3 | 5 | -1 | 5 | 11 | 1 | 6 | 1 | -3
COC(=O)c1cc(OCC(=O)Nc2ccc3c(c2)CCC3)cc(C(=O)OC)c1
→ -6 | -4 | 3 | 16 | 2 | -6 | -2 | 0 | -5 | -1
C=CCn1cccc(C(=O)Nc2cc(OC)cc(OC)c2)c1=O
→ -16 | -4 | 2 | 8 | -5 | -1 | 0 | 13 | -4 | -15
CCc1ccc(/C=N/NC(=O)c2cc(-c3cccc([N+](=O)[O-])c3)n[nH]2)cc1
→ 3 | -4 | -5 | -4 | 1 | -2 | 2 | -9 | 6 | -7
Cc1ccc2c(c1)[nH]c1c(=O)n(Cc3ccccn3)cnc12
→ -2 | -8 | -10 | -3 | -2 | -25 | 7 | 0 | -1 | -4

Sorted by length of the SMILES (rising): 4 of the compounds above.
Fields – PLCg1 inh | SIAE primary | ADAM17 inh | ARFGAP1 inh | Tn7 DDE FP | ADAM10 inh | ASAP1 inh | DDE Tn6 FP inh | TDP2 inh | PLC-beta3 inh
Cc1ccc(O)c(C=Nc2ccc3[nH]ncc3c2)c1
→ -18 | -1 | -30 | 4 | 2 | -107 | 0 | 7 | -4 | -20
C=CCn1cccc(C(=O)Nc2cc(OC)cc(OC)c2)c1=O
→ -16 | -4 | 2 | 8 | -5 | -1 | 0 | 13 | -4 | -15
Cc1ccc2c(c1)[nH]c1c(=O)n(Cc3ccccn3)cnc12
→ -2 | -8 | -10 | -3 | -2 | -25 | 7 | 0 | -1 | -4
COc1ccccc1CNS(=O)(=O)c1ccc2c(c1)CC(C)N2C(=O)C1CC1 (stereo not drawn)
→ 3 | -3 | 5 | -1 | 5 | 11 | 1 | 6 | 1 | -3

Entries listed above marked active in ADAM17 inh.
Fields – PLCg1 inh | SIAE primary | ADAM17 inh | ARFGAP1 inh | Tn7 DDE FP | ADAM10 inh | ASAP1 inh | DDE Tn6 FP inh | TDP2 inh | PLC-beta3 inh
Cc1c(Cl)c([N+](=O)[O-])nn1CC(=O)NC12CC3CC(CC(C3)C1)C2
→ 8 | -4 | 11* | -14 | -5 | 16 | 5 | 2 | -18 | 8

Rows were taken by chance; any-hit rate near 3.6%.
